AI-2 QS mod – modulators of Vibrio harveyi AI-2 quorum sensing system | Vibrio harveyi JMH597 AI-2 luminescence/OD600 ratio, 9 h; active compounds read low; strain lacks LuxN and CqsS sensors; 0 = neutral-control median | activity change, % at 7.5 µM | 300,000 compounds, 0.4% hits | AID 2094; in the data active = activity change below about -75%, passing the limit was not always enough;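 also: luminescence divided by OD600 gain over 9 h not by final OD600 alone; inactives centre near 13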
HSF-1 act – increases HSF-1 driven luciferase reporter signal; NIH3T3-HGL HSF-1 luciferase reporter, MG132, 8 h; 100% = twice DMSO control signal; activation, % at 9 µM; 300,000 compounds, 1.7% hits;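 active = mean replicate activation of at least 50% with a set share of replicates each reaching 50%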;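 also: 0% = median of the neutral control wells and 100% = twice that signal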
HSP90 refold inh – inhibitors of HSP90 luciferase refolding in rabbit reticulocyte lysate. luciferase refolding luminescence, 3 h. inhibition, % at 5.6 µM. 290,000 compounds, 0.91% hits. AID 1789;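 active = inhibition above the screen-wide mean plus 3 SD, computed separately per campaign, cut at about 16% in these data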;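 also: 0% = DMSO wells and 100% = 60 µM geldanamycin wells; inhibitors lower the luminescence because luciferase stays unfolded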
Dyrk1A ADPGlo – inhibitors of rat Dyrk1A kinase; Q63470; ADP-Glo luminescence, NFATc1 peptide; inhibition, % at 12.5 µM; 310,000 compounds, 0.43% hits; AID 504441; in the data active = inhibition above about 50%;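 also: plate controls were vehicle with enzyme for no effect and no enzyme for full effect; many of its hits are not listed in these tables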
HDAC3 inh – human HDAC3 inhibition. recombinant HDAC3, fluorogenic peptide/trypsin coupled, fluorescence. inhibition, % at 8.3 µM. 320,000 compounds, 0.15% hits; in the data active = inhibition above about 26%, passing the limit was not always enough
Target sequence (O15379 whole entry, looked up): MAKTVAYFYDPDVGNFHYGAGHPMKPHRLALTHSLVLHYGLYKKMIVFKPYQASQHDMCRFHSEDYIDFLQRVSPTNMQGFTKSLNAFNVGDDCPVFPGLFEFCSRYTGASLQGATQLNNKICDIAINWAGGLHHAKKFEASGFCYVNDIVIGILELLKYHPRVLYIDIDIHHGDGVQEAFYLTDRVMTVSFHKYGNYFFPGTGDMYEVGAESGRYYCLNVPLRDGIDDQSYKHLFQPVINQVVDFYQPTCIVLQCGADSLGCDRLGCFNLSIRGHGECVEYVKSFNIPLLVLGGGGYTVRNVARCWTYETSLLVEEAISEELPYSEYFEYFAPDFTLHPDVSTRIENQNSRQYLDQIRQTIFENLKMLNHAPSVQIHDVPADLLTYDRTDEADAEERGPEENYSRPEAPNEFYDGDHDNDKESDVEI
PolyA inhibitor – inhibitors of polyadenylation in S. cerevisiae | S. cerevisiae SKY197-pL101 polyadenylation reporter, beta-gal luminescence; efflux-impaired pdr1/pdr3 knockout yeast; score 100 = 6 SD above DMSO | calls only at 12 µM | 300,000 compounds, 0.02% hits | AID 1875;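 active = lowest replicate activity score at least 50, where 100 means six control SD above control mean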;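 also: yeast exposed to compound for 9 h at 30 °C; higher score means more reporter readthrough which indicates perturbed polyadenylation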
GSK3beta inhib – inhibitors of human GSK3beta kinase; P49841; GST-GSK3beta kinase, ADP-Glo luminescence, 60 min; active compounds read low; activity score (negative = inhibition), % at 10 µM; 300,000 compounds, 0.038% hits; AID 2097;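 active = more than half of replicate wells score below -50%, meaning over 50% inhibition versus plate controls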;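 also: 0% = median DMSO wells and -100% = median GW8510 positive control wells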
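Test system – GST-tagged human GSK3beta kinase, cell-free · Incubation – 60 min enzyme reaction, room temperature · Signal – ADP-Glo luminescence · Also added – peptide substrate and ATP at 25 µM · Controls – DMSO neutral wells and GW8510 at 20 µM as positive · Buffer or medium – Tris/MgCl2 kinase buffer · Measure – Luminescence-derived activity versus plate DMSO and GW8510 wells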
Platelet DG rel – modulates dense granule release in human platelets; human platelet-rich plasma, SFLLRN dense granule ATP release, luminescence; inhibition, %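 (compounds screened at 7.5 µM in platelet-rich plasma)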; 300,000 compounds, 0.22% hits; AID 1663;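 active = mean replicate score, as percent of positive control, at or above 50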
GSK3A inh – human GSK-3 alpha kinase inhibition; AID 2650; 320,000 compounds, 0.1% hits; inhibition, % at 10 µM; P49840; ADP-Glo luminescence, 60 min;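 in the data active = inhibition above about 50%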;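 also: GST-tagged GSK-3 alpha with peptide substrate and 25 µM ATP; 0% = DMSO neutral wells and 100% = GW8510 positive control wells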
Target sequence (P49840 whole entry, looked up): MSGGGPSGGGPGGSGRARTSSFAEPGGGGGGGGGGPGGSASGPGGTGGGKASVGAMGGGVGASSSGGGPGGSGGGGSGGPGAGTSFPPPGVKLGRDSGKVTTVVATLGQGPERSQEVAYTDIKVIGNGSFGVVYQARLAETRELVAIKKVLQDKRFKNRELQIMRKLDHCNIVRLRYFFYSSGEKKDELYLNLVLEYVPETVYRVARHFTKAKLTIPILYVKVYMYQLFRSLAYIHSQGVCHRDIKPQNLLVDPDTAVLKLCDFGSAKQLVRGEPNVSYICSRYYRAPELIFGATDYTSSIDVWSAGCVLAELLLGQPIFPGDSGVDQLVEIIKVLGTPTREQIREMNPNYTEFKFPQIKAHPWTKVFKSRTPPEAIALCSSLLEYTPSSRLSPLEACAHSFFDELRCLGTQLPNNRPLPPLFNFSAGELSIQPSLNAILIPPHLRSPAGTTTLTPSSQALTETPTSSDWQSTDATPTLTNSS
HSF1 inh – HSF1 inhibition; activity change, negative = inhibition, % at 7.5 µM (by protocol); NIH3T3-HGL HSE-luciferase, MG132-induced, luminescence 8 h; active compounds read low; AID 2098; 300,000 compounds, 0.77% hits;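 active = more than half of replicate wells show activity change below -50%, luminescence cut by over half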;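 also: luciferase reports HSF-1 transcriptional activity via heat shock element; 0% = median of DMSO wells and -100% = zero luminescence signal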
Starred values were filed as active, the others as inactive; i = inactive; . = no result given.

SMILES	AI-2 QS mod	HSF-1 act	HSP90 refold inh	Dyrk1A ADPGlo	HDAC3 inh	PolyA inhibitor	GSK3beta inhib	Platelet DG rel	GSK3A inh	HSF1 inh
CCOC(=O)CSc1ncnc2c1sc1nc(N3CCOCC3)c3c(c12)CCCC3	26.4	3.7	-0.9	2.7	-18.2	i	0.6	-1.2	.	-7.7
O=S(=O)(/N=C(\Nc1ccc(F)cc1)C(F)(F)F)c1ccccc1	4.2	18.6	-0.1	0.7	-6.9	i	0.6	-2.7	3.0	-3.8
Cn1cccc1-c1cc(C(=O)N/N=C/c2cccc(O)c2)[nH]n1	24.3	-2.8	-0.1	0.9	-0.9	i	-1.4	-1.1	6.8	0.5
N#Cc1c(NCCN)nc(-c2ccccc2)c2c1CCCC2	0.5	22.2	1.8	3.1	-0.5	i	0.7	-12.6	10.9	5.0
Cc1cccc(CSc2nncc(=O)[nH]2)c1	9.7	-13.8	2.1	-0.4	1.7	i	2.2	-5.2	3.6	-2.4
Nc1nnc(SCc2ccccc2F)n1-c1ccccc1	18.2	1.3	-1.4	-8.3	-2.1	i	-2.0	-0.8	2.0	-0.8
COC(=O)c1ccc(C#Cc2ccccc2)o1	2.7	39.7	-0.4	-1.0	-16.6	i	-0.3	5.6	-0.8	0.2
Cc1cc(CNC(=O)CC2C(=O)NCCN2Cc2ccc(-c3ccccc3)cc2)nn1C (centres undefined)	-3.8	.	1.7	5.2	-6.3	i	-1.7	-5.6	-2.2	.
Cc1ccc(N(CCC(=O)O)S(=O)(=O)c2cccc(C(F)(F)F)c2)cc1	11.1	17.9	1.9	-6.9	-0.4	i	-0.1	16.3	-6.4	3.4
O=C1Nc2ccccc2N(O)N1c1ccc(Cl)cc1	19.1	36.9	1.9	-3.5	-2.5	i	-3.0	0.3	-4.5	18.2
CC(C)(C)CN1CCNC[C@H]1Cc1ccc(O)cc1	23.9	1.4	.	-4.5	0.1	i	-0.6	0.6	0.7	1.5
O=C(Nc1ccccc1O)c1ccc(C(=O)c2ccccc2)o1	10.3	20.5	-0.9	-0.1	48.1*	i	0.9	-1.7	-4.1	16.4
COc1ccc(NC(=O)c2cc(S(=O)(=O)N3CCCCC3)c[nH]2)cc1Cl	12.7	0.4	2.5	-0.1	-16.7	i	-2.6	-7.2	0.2	0.7
CN(C)c1ccc(NC(=O)CSc2nnc(-c3cccs3)n2Cc2ccco2)cc1	37.5	-1.8	3.0	3.2	5.1	i	3.5	1.1	-0.3	6.3
COC(=O)C(C)N(C(=O)c1ccc(Cl)cc1)c1c(C)cccc1C (centres undefined)	7.5	5.4	4.6	-16.5	2.7	i	6.2	3.1	-1.5	0.8
Cc1ccc(S(=O)(=O)N2CCN(C(=O)c3cc4c(C)nn(-c5ccccc5C)c4s3)CC2)cc1	26.2	20.4	-0.2	0.5	-2.3	i	4.7	-0.7	-2.2	9.7
Cc1cccc(NC(=S)NNc2cccc(Cl)c2)c1	6.0	10.4	-4.7	0.9	6.0	i	-0.2	3.8	0.0	19.2
COCCN(C(=O)CCC(=O)Nc1cc(C)on1)C(C(=O)NC1CCCC1)c1ccc(C)cc1 (centres undefined)	10.3	9.5	1.5	0.7	-9.3	i	1.1	-0.3	1.6	-0.1
COC(=O)c1cccc(Cn2c(Cl)c(/C=N/NC(=O)c3ccccc3Cl)sc2=O)c1	10.6	3.7	-1.3	1.4	5.5	i	1.0	7.9	-2.9	4.4
CCOc1ccccc1-n1nnnc1SCc1nc2ccccc2s1	5.6	12.9	1.6	1.8	1.5	i	-1.1	-2.1	0.5	12.9
COc1cccc(CNC(=O)CC2C(=O)NCCN2CCCc2ccccc2)c1 (centres undefined)	7.2	-7.5	2.6	.	-5.1	i	1.8	-4.4	-2.5	-3.0
Cc1ccc(Cn2nc3c4cc(F)ccc4n(Cc4ccc(F)cc4)cc-3c2=O)cc1	19.1	1.7	-0.7	-2.9	.	i	-2.4	-1.2	.	1.0
Cc1ccc(-c2cc(O)cc3sc(=O)oc23)cc1C	16.7	13.2	3.8	54.2*	11.3	i	-0.3	3.3	.	2.4
CCOC(=O)c1cccc(-n2c(C)cc(C=O)c2C)c1	21.5	8.3	0.2	-6.5	3.5	i	1.1	2.9	-1.6	-0.7
CCCc1nnc(NC(=O)CN2C(=O)c3ccccc3S2(=O)=O)s1	-24.7	1.5	1.8	-2.3	-1.6	i	0.4	0.6	0.1	-2.4
SMILES	AI-2 QS mod	HSF-1 act	HSP90 refold inh	Dyrk1A ADPGlo	HDAC3 inh	PolyA inhibitor	GSK3beta inhib	Platelet DG rel	GSK3A inh	HSF1 inh
C=CCN(c1nc(C)cc(OC)n1)S(=O)(=O)c1ccc(C)cc1	19.1	-2.8	-1.8	-2.7	0.0	i	-1.6	-5.2	-2.6	-2.0
S=c1[nH]nc(C(c2ccccc2)C2CCCCC2)o1 (centres undefined)	19.7	-7.0	1.7	-1.8	.	i	6.0	18.6	-6.6	-3.8
CCCCc1ccc(-n2c(Cc3cccs3)n[nH]c2=S)cc1	34.8	13.2	2.2	1.9	9.8	i	-0.2	1.7	1.1	10.0
Cc1cccc(-n2c(SCC(=O)Nc3cccc(S(=O)(=O)NC4=NCCCCC4)c3)nc3ccccc3c2=O)c1C	20.8	8.4	0.9	1.6	.	i	-1.1	-10.1	.	2.8
C(#Cc1ccc2c(c1)COc1c3ccccc3nn1-2)c1ccccc1	1.8	43.2	.	6.3	1.1	i	-1.0	-1.0	-3.6	22.5
COC(=O)c1ccc(CNC(=O)COC(=O)COc2ccc(OC)cc2)cc1	42.3	-73.0	-5.3	.	-1.6	i	1.4	4.7	3.7	-67.6*
O=C(NCCc1ccccc1)C1CCCN1C(=O)Nc1ccc(Cl)cc1 (centres undefined)	12.7	0.0	-1.5	5.7	12.7	i	-2.0	10.7	0.8	-4.1
CCNC(=O)CN(c1ccc(OC)c(OC)c1)S(=O)(=O)c1ccccc1	26.9	-9.2	8.4	-4.8	-3.2	i	-1.9	3.5	-1.1	5.2
CN(C)Cc1c(C(=O)N/N=C/c2cccs2)nnn1-c1nonc1N	20.6	-11.1	-7.2	6.5	1.3	i	-8.0	-7.4	6.1	3.8
COc1ccc(-c2nc(CCl)cs2)cc1	21.1	3.2	-0.6	-2.6	-2.9	i	-0.4	15.1	-0.8	-0.7
Cc1ccc(NC(=O)C2(N(C(=O)Cn3nnnc3N)c3ccc(C)cc3)CCCCC2)cc1	-5.5	-6.5	2.0	4.7	-0.5	i	-9.2	2.9	0.0	1.0
CC1=Nc2ncnn2C(c2ccccc2)/C1=N\O (centres undefined)	24.6	16.4	-0.9	-10.1	0.9	i	-0.8	-3.9	0.8	13.8
O=C(C1CCN(C2CCN(Cc3ccc4c(c3)CCO4)CC2)CC1)N1CCOCC1	9.3	-0.2	-4.1	0.9	-0.4	i	1.4	5.4	-0.7	-8.9
CCOC(=O)c1c(N)sc(C(=O)N2CCCCCC2)c1C	33.4	11.6	4.1	-0.9	9.2	i	-1.0	-9.1	-0.7	-1.9
CSc1cccc(CN(C)C(=O)C2CCC(=O)N(CCCN3CCCC3=O)C2)c1 (centres undefined)	24.9	25.6	-3.6	5.0	3.6	i	.	-4.5	0.9	23.1
Clc1ccccc1CN(Cc1ccccc1)c1ncnc2nc[nH]c12	14.8	-2.7	-2.6	1.7	0.8	i	-2.0	-1.2	-0.1	2.3
COC(=O)c1ccc(NC(=O)C2CC3CCC2C3)cc1 (centres undefined)	28.1	44.6	.	4.5	-11.4	i	2.5	0.6	2.5	18.2
CSc1nnc(CCNS(=O)(=O)c2ccccc2Br)n1C	5.2	8.5	-4.2	-3.0	4.3	i	1.2	-2.1	-1.9	-5.2
CC(Cc1cccs1)NC(=O)NC1CCCCC1 (centres undefined)	-9.5	14.2	-1.1	1.0	-0.9	i	0.9	3.9	4.4	5.2
COc1ccccc1-c1noc2ncnc(Nc3ccc4c(c3)OCO4)c12	15.2	-4.7	-3.8	-3.5	-3.6	.	-0.4	-1.9	-0.5	-7.9
Cc1cccc(OCCN2CCOCC2)c1C	9.9	7.3	-3.4	.	-6.4	i	-0.5	-1.9	-2.7	-5.3
COC(=O)c1c(NC(=O)CC2Nc3cc(C)c(C)cc3NC2=O)sc(C)c1C (centres undefined)	17.1	-1.8	2.7	-0.7	.	i	0.5	-1.4	.	-1.5
Nc1nc(CN2CCN(Cc3ccccc3)CC2)nc(Nc2ccc3c(c2)OCCO3)n1	11.0	-15.9	-1.9	-0.9	-6.6	i	2.3	0.0	0.7	13.9
CC1CC(C)CN(C(=O)Cn2c(=O)oc3cc(S(=O)(=O)N4CCCC4)ccc32)C1 (centres undefined)	12.5	-19.1	-6.8	.	0.2	i	0.3	-4.0	-2.3	-11.5
COc1ccc(NC(=O)COc2cccc3c2CCN(C)C3=O)c(OC)c1	6.5	-3.4	-1.3	1.0	2.4	i	-0.8	9.6	-0.7	0.2

In the list so far, these contain a CF3 group.
SMILES	AI-2 QS mod	HSF-1 act	HSP90 refold inh	Dyrk1A ADPGlo	HDAC3 inh	PolyA inhibitor	GSK3beta inhib	Platelet DG rel	GSK3A inh	HSF1 inh
O=S(=O)(/N=C(\Nc1ccc(F)cc1)C(F)(F)F)c1ccccc1	4.2	18.6	-0.1	0.7	-6.9	i	0.6	-2.7	3.0	-3.8
Cc1ccc(N(CCC(=O)O)S(=O)(=O)c2cccc(C(F)(F)F)c2)cc1	11.1	17.9	1.9	-6.9	-0.4	i	-0.1	16.3	-6.4	3.4

Other entries:
SMILES	AI-2 QS mod	HSF-1 act	HSP90 refold inh	Dyrk1A ADPGlo	HDAC3 inh	PolyA inhibitor	GSK3beta inhib	Platelet DG rel	GSK3A inh	HSF1 inh
C=CCN(c1ccccc1)S(=O)(=O)c1cccc2cccnc12	-2.5	0.6	1.8	2.8	0.6	i	0.1	4.2	-0.4	-2.6
COc1ccc(CCNC(=S)N2CCN(S(=O)(=O)c3ccc(Cl)cc3)CC2)cc1	17.9	5.4	0.1	-6.0	-2.2	i	-2.0	42.9	-0.6	4.5
O=C1CC(NS(=O)(=O)c2ccccc2)CN1c1ccc2c(c1)OCCO2 (centres undefined)	13.5	-8.0	.	8.8	-3.5	i	-1.1	-8.4	-2.3	-11.0
O=C(CSc1nnc(-c2ccccc2)n1-c1ccccc1)c1ccc[nH]1	21.7	7.8	6.1	1.0	4.8	i	1.1	-3.6	-1.9	4.2
COc1ccc(/C=N\N=C2/SC(CC(=O)O)C(=O)N2c2ccc(O)cc2)cc1OC (centres undefined)	81.2	10.7	-0.8	-7.8	8.0	i	3.1	-1.7	-0.3	-0.8
CCCOc1ccccc1C(=O)N(Cc1cccs1)C1CCS(=O)(=O)C1 (centres undefined)	27.6	7.1	0.1	-1.5	5.6	i	4.4	-4.0	1.4	2.4
CN1CCN(S(=O)(=O)c2ccc(N3CCN(S(=O)(=O)c4cccs4)CC3)nc2)CC1	.	.	0.8	5.0	5.4	.	.	.	-0.8	.
CC(C)c1ccc(N(C(=O)c2csnn2)C(C(=O)NC(C)(C)C)c2ccncc2)cc1 (centres undefined)	7.5	66.2*	-2.3	-0.4	1.5	i	0.0	0.7	-0.3	40.4

High-throughput results deposited in PubChem BioAssay by several laboratories.

An excerpt. The share of hits here may be higher or lower than overall.
